Compound activity (PubChem BioAssay)
Myeloid diff MLP – myeloid differentiation induction. actives 1% (n = 360,000). ER-HoxA9 myeloid progenitors, lysozyme-GFP differentiation, flow cytometry. AID 624256. calls only at 10 µM;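 active = normalized GFP-positive differentiation at or above the plate's own cutoff, the solvent-only control mean plus 3 SD; inconclusive = no clear call, values can overlap the other calls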;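 note: cells exposed to compound for four days before flow analysis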
Myeloid diff MLP GFP+ MAC1+ % – also measured in Myeloid diff MLP; calls as there; GFP+ MAC1+ double positive, %; measured here: differentiation confirmed by MAC1 staining
Starred values were filed as active, the others as inactive; i = inactive; ? = inconclusive; . = no result given; + = active, no number. Only part of the results is shown; count on the stated rates, not on these rows.

SMILES	Myeloid diff MLP	Myeloid diff MLP GFP+ MAC1+ %
O=C(NCc1ccccc1)C1c2ccccc2OCC(=O)N1CCc1ccccc1 (configuration not stated)	i	0.7
CCc1ccc(OC(=O)Cc2ccc(OC)c(S(=O)(=O)N3CCOCC3)c2)cc1	i	1.0
CN(C)c1ccc(S(=O)(=O)NCC(=O)OCC(=O)c2ccc[nH]2)cc1[N+](=O)[O-]	i	0.5
C[C@H]1COc2cc(N3CCN(Cc4ccccc4F)CC3)ccc2S(=O)(=O)N1	i	0.3
COc1ccc(CCNC(=O)CSc2nnc3ccc(-c4ccccn4)nn23)cc1OC	i	0.9
CC(NC(=O)COC(=O)c1ccc2c(c1)OCCO2)c1ccccc1 (configuration not stated)	i	0.8
C[C@@H]1CN([C@@H](C)CO)S(=O)(=O)c2ccc(Br)cc2O[C@@H]1CN(C)C(=O)c1ccncc1	i	0.2
CC12CCC(C(=O)CC1=O)C2(C)C (configuration not stated)	i	0.5
COCCCn1cc(CN2CC(N3CCN(Cc4cccc(C)c4)CC3)CS2(=O)=O)nn1 (configuration not stated)	i	0.5
COC(=O)c1cccc(-c2noc(-c3ccccc3F)n2)c1	i	1.3
COc1ccc(N(C)S(=O)(=O)c2cccc(C(=O)NCC(c3ccco3)N3CCCC3)c2)cc1 (configuration not stated)	i	0.5
COCCNC(=O)C1CCCN(C(=O)c2nc3ccccc3s2)CC1 (configuration not stated)	i	1.4
CN(C)c1cc2c3ccccc3n(C)c2cc1N	i	0.9
COc1ccccc1C(CNC(=O)c1cccc(S(=O)(=O)N2CCCc3ccccc32)c1)N(C)C (configuration not stated)	i	1.2
O=C(Nc1cccc(S(=O)(=O)NC2=NCCC2)c1)c1cc(=O)[nH]c2ccccc12	i	1.1
COc1ccc(NS(=O)(=O)c2cc(C(=O)NNC(=O)c3ccncc3)ccc2OC)c(OC)c1	i	0.5
COC(=O)C[C@@H]1CC[C@H](NC(=O)Nc2cccc(F)c2)[C@@H](CO)O1	i	2.0
COc1ccc(CNC(=O)Cc2csc(NC(=O)Nc3ccccc3OC)n2)cc1	i	1.4
N#C[C@H]1C(O)C(O)c2ccccc2N1C(=O)c1ccccc1 (some centres not stated)	i	1.1
COC(=O)C[C@H]1C[C@H]2c3cc(NC(=O)CC4CC4)ccc3O[C@H]2[C@H](CO)O1	i	0.7
COCOCCn1cc(CN2CCS(=O)(=O)N(Cc3ccc(-c4ccc(Cl)cc4)cc3)C(CC(C)C)C2=O)nn1 (configuration not stated)	+	7.1*
CC(=O)c1sc(NC(=O)C2CSC3(C)CCC(=O)N23)nc1-c1ccccc1 (configuration not stated)	i	0.4
CC(Nc1nc(-c2ccc(F)cc2)cs1)c1nc2cc(Cl)c(N3CCCCC3)cc2n1CCOCCO (configuration not stated)	i	2.9
CC(C)CNC(=O)C1(C)CCCN1Cc1ccc(OC(F)(F)F)cc1 (configuration not stated)	i	0.8
CCOC(=O)C1(C)CCCN1C(=O)c1c(F)cccc1F (configuration not stated)	i	0.6
Cc1ccccc1-c1nnc(-c2cccc3ccccc23)o1	i	2.3
O=C1/C(=C/c2ccc(S(=O)(=O)O)cc2S(=O)(=O)O)CCc2ccccc21	i	1.2
Cc1ccccc1S(=O)(=O)NC(=NCc1ccc(F)cc1)c1ccccc1	i	1.1
O=c1[nH]nc(-c2ccccc2)cc1-c1ccccc1	i	0.3
Cc1ccc(S(=O)(=O)N(CC(=O)Nc2ccc(F)cc2)C(=O)N2CCN(C)CC2)cc1	i	1.1
COc1cccc(C(=O)Nc2cc(S(=O)(=O)N3CCOCC3)ccc2N2CCOCC2)c1	i	0.4
O=C(CCNS(=O)(=O)c1ccc(Cl)cc1)NCCc1ccccc1	i	0.9
COC(=O)c1cc2c(ccc3ccccc32)oc1=O	i	1.1
Cc1ccc(Cc2c(-c3ccc(C#N)cc3)nc3c4ccccc4ccn23)cc1	i	0.6
COc1ccc(NC(=O)c2cc(C3CCCCN3S(=O)(=O)c3cccs3)on2)c(C)c1 (configuration not stated)	i	0.6
CC(=O)c1ccc(S(=O)(=O)N(C)CCCC(=O)NCc2ccc3c(c2)OCO3)cc1	i	0.5
c1ccc(COc2cccc(-c3cc4nc(NCCOc5ccccc5)ccn4n3)c2)cc1	i	1.2
COc1ccc(C(=O)c2c3ccc([N+](=O)[O-])cc3[n+]([O-])n2CCCN)cc1	?	.
O=C(CSc1nc(=O)n(CCN2CCOCC2)c2c1CCC2)Nc1ccc(OC(F)(F)F)cc1	i	1.0
O=C1C=C(C2CCCCC2)C(=O)c2ccccc21	i	4.6

Ordered by value in Myeloid diff MLP GFP+ MAC1+ % (smallest number first): three from the list above.
SMILES | Myeloid diff MLP GFP+ MAC1+ %
CCOC(=O)C1(C)CCCN1C(=O)c1c(F)cccc1F (configuration not stated) | 0.6
O=C(CSc1nc(=O)n(CCN2CCOCC2)c2c1CCC2)Nc1ccc(OC(F)(F)F)cc1 | 1.0
O=C1C=C(C2CCCCC2)C(=O)c2ccccc21 | 4.6

The results go on:
SMILES	Myeloid diff MLP	Myeloid diff MLP GFP+ MAC1+ %
COc1ccc(CN2C(=O)c3ccccc3C2c2nnnn2Cc2ccccc2)cc1OC (configuration not stated)	i	1.5
Cn1c(SCc2ccccc2)nc(N)c(N=O)c1=O	i	0.1
CC1CCC2(CC1)NC(=O)N(CC(=O)NCc1ccco1)C2=O (configuration not stated)	i	2.1
C[C@@H]1CN([C@H](C)CO)S(=O)(=O)c2ccc(C#C[C@@H](C)O)cc2O[C@@H]1CN(C)Cc1ccc(-c2ccccc2)cc1	i	0.5
C=CCN(c1ccccc1)S(=O)(=O)c1cccc(C(=O)NC2CCC(O)CC2)c1 (configuration not stated)	i	0.6
CC(C)CC1C(=O)N(Cc2cn(CC3CCCCC3)nn2)CCS(=O)(=O)N1Cc1ccc(-c2cccc(C#N)c2)cc1 (configuration not stated)	i	0.5
CCCCNC(=O)C(NC(=O)c1ccccc1)C(=O)c1ccccc1 (configuration not stated)	i	2.3
CC1CCC2(CC1)NC(=O)N(CC(=O)N1CCN(C(=O)c3ccco3)CC1)C2=O (configuration not stated)	i	0.4
CC1(C(=O)O)CCCN1C(=O)c1cccc(F)c1 (configuration not stated)	i	1.6
COc1ccc([C@H]2N[C@]3(CCCN(Cc4ccccc4)C3=O)[C@H]3C(=O)N(C)C(=O)[C@@H]23)cc1	i	0.8
Cc1ccc(S(=O)(=O)N2CCN(C(=O)c3ccccc3OCc3c(C)noc3C)CC2)cc1C	i	0.5
Cc1ccc(C(C)(C)C)cc1S(=O)(=O)Nc1ncnc2sccc12	i	0.0
CCOC(=O)[C@]12CCC=C1N(CCC1=CCCCC1)C(=O)[C@H](CC(=O)N1CCC(c3ccccc3)CC1)C2	i	0.6
CC[C@@H](C)CN1C(=O)N[C@@H](c2ccccc2)C(C(C)=O)=C1C	i	1.3
CCN(CC(=O)Nc1ccccc1OC)C(=O)c1ccc2[nH]c3c(c2c1)CC(C)CC3 (configuration not stated)	i	0.6
OC(CCN1CC2CCC(CC2)C1)(Cc1ccccc1)c1ccco1 (configuration not stated)	i	0.7
Cc1ccccc1OCCC(=O)OCC(=O)Nc1c(C)nn(-c2ccccc2)c1C	i	0.3
Cc1ccc(S(=O)(=O)Nc2ccc3c(c2)C(=O)N([C@@H](C)CO)C[C@@H](C)[C@@H](CN(C)CC2CC2)OCCCC[C@@H](C)O3)cc1	i	0.1
N#CCCN(C(=O)COC(=O)c1nc(Cl)ccc1Cl)c1ccccc1	i	0.6
O=C(C[n+]1ccccc1)N/N=C/c1ccccc1Cl	i	0.4

Four of these compounds in a different format.
Compound: CCCCNC(=O)C(NC(=O)c1ccccc1)C(=O)c1ccccc1 (configuration not stated)
- Myeloid diff MLP = i
- Myeloid diff MLP GFP+ MAC1+ % = 2.3

Compound: CC1CCC2(CC1)NC(=O)N(CC(=O)N1CCN(C(=O)c3ccco3)CC1)C2=O (configuration not stated)
- Myeloid diff MLP = i
- Myeloid diff MLP GFP+ MAC1+ % = 0.4

Compound: CC1(C(=O)O)CCCN1C(=O)c1cccc(F)c1 (configuration not stated)
- Myeloid diff MLP = i
- Myeloid diff MLP GFP+ MAC1+ % = 1.6

Compound: COc1ccc([C@H]2N[C@]3(CCCN(Cc4ccccc4)C3=O)[C@H]3C(=O)N(C)C(=O)[C@@H]23)cc1
- Myeloid diff MLP = i
- Myeloid diff MLP GFP+ MAC1+ % = 0.8

The list continues.
SMILES	Myeloid diff MLP	Myeloid diff MLP GFP+ MAC1+ %
O=C1[C@H](Cc2ccccc2)NCCCC[C@H](c2ccc(Cl)cc2)N1Cc1ccccc1	i	2.0
CCN(CC)C(=O)[C@H]1CC(CC(=O)NCCCOC)C(=O)N2CCc3c([nH]c4ccccc34)[C@]12C (some centres not stated)	i	0.5
C[C@H]1CN([C@@H](C)CO)C(=O)c2cc(Br)cnc2O[C@@H]1CN(C)C(=O)C1CCC1	i	1.5
Cc1cc(C)cc(CC(=O)N2CCC2(C)C(=O)NS(=O)(=O)c2ccc(C(C)(C)C)cc2)c1 (configuration not stated)	i	1.7
Cn1c(=O)c2[nH]c(CCCCCc3nc4ccccc4[nH]3)nc2n(C)c1=O	i	0.6
Cc1cc(C)cc(OCC(=O)OCc2cc([N+](=O)[O-])cc3c2OCOC3)c1	i	0.2
CCc1ccc2cc(C)cnc2n1	i	0.5
Cn1c(SCC(=O)NC(=O)Cc2ccccc2)nnc1-c1ccc(F)cc1	i	1.7
NC(=O)Cn1c(S(=O)(=O)Cc2ccccc2)nc2ccccc21	i	0.9
CN(CC(=O)Nc1cccc(F)c1)C(=O)c1ccccc1CCc1ccccc1	i	1.8
NC(=S)N=Nc1c(O)cc(O)c2[nH]c(=O)ccc12	i	0.9
Cc1noc(C)c1CCC(=O)Nc1cc(Cl)ccc1C(=O)O	i	2.2
C[C@@H]1CN([C@H](C)CO)C(=O)CCCn2cc(nn2)CO[C@H]1CN(C)C(=O)c1ccc2ccn(C)c2c1	i	1.0
O=C(Nc1cccc(C(F)(F)F)c1)C1Cc2c(-c3cccc(F)c3)ccnc2O1 (configuration not stated)	i	0.7
CCCCn1c(N)c(N(CC)C(=O)c2cnc(C)cn2)c(=O)[nH]c1=O	i	0.5
O=C1CC2(CCN(C(=O)c3cccc(Cl)c3)CC2)Oc2ccccc21	i	0.3
NC(=O)/C(N=Nc1ccccc1)=N/Nc1ccccc1	i	0.8
CCNC(=O)c1ccc(NC(=O)CC2SC(N3CCCC3)=NC2=O)cc1 (configuration not stated)	i	0.8
Cc1cccc([N+](=O)[O-])c1C(=O)O	i	1.9
CCNC(=O)C[C@@H]1CC[C@@H]2NC[C@@H](O)COC[C@H]2O1	i	1.7
CC(OC(=O)Cn1cnc2ccccc2c1=O)C(=O)N(C)c1ccccc1 (configuration not stated)	i	0.5
Nc1ccc(Cc2ccc([N+](=O)[O-])cc2)cc1	i	0.8
O=C1c2ccc(-c3nc4ccccc4o3)cc2C(=O)N1Cc1ccccc1	i	0.9
CN(C(=O)CSc1nnc(C2CC2)n1C1CC1)C1(C#N)CCCCC1	i	1.1
Nc1ncnc2c1ncn2[C@@H]1O[C@H](C(=O)N[C@H](CO)Cc2ccc(O)cc2)[C@@H](O)[C@H]1O	i	1.3
Cc1cn(CC(=O)NCc2nc3ccccc3[nH]2)c(=O)[nH]c1=O	i	2.0
O=C(Cn1nnc(-c2ccc(F)cc2)n1)NC(=O)NC1CCCCC1	i	0.9
O=C(O)c1cc2cc(S(=O)(=O)O)ccc2cc1O	i	0.9
Cc1ccc(S(=O)(=O)c2cc3c(=O)n4cccc(C)c4nc3n(CCc3ccccc3)c2=N)cc1C	i	4.2
COc1ccc(COCC(O)CN2CCN(S(=O)(=O)c3c(F)cccc3F)CC2)cc1OC (configuration not stated)	i	1.7
O=C(Nc1ccc(S(=O)(=O)N2CCOCC2)cc1)C1CCN(S(=O)(=O)c2ccc(Cl)cc2)CC1	i	1.4
CCCCCc1c(-c2ccc(OC)cc2)ncn1CCc1ccccc1OC	i	1.2
CC(C)c1ccc(C(=O)OCC(=O)c2c(N)n(C)c(=O)n(C)c2=O)cc1	i	1.2
COc1ccc(NC(=O)C2CCCN(C(=O)c3ccc(Cl)cc3)C2)cc1Cl (configuration not stated)	i	0.4
O=C(c1ccco1)N1CCN(C(=O)c2ccccc2OCc2ccc(Cl)cc2)CC1	i	0.8
OCc1ccc(-c2cncc3nccn23)cc1	i	0.7
CCN(CC(=O)Nc1c(F)cccc1F)C(=O)/C=C/c1ccc(Br)s1	i	0.8
O=C(NCC(c1ccco1)N1CCCC1)c1cc2cc(Cl)ccc2o1 (configuration not stated)	i	0.2
Cc1ccc(F)c(S(=O)(=O)NC(=O)C2(C)CCN2C(=O)C2(c3ccc(Cl)cc3)CCC2)c1 (configuration not stated)	i	0.3
Cc1ccc(C(=O)NNC(=O)c2ccoc2C)s1	i	0.5

Of the compounds above, 4 contain a COOH group.
SMILES	Myeloid diff MLP	Myeloid diff MLP GFP+ MAC1+ %
CC1(C(=O)O)CCCN1C(=O)c1cccc(F)c1 (configuration not stated)	i	1.6
Cc1noc(C)c1CCC(=O)Nc1cc(Cl)ccc1C(=O)O	i	2.2
Cc1cccc([N+](=O)[O-])c1C(=O)O	i	1.9
O=C(O)c1cc2cc(S(=O)(=O)O)ccc2cc1O	i	0.9

Carrying on.
SMILES	Myeloid diff MLP	Myeloid diff MLP GFP+ MAC1+ %
CCOc1ccc(S(=O)(=O)Nc2cccc(C(=O)NCCCN3CCCC3=O)c2)cc1	i	3.4
CCN(CC)C(=O)C1=C(C)N(CCC2=CCCCC2)C(=O)C(CC(=O)NC(c2ccccc2)c2ccccc2)C1 (configuration not stated)	i	1.1
O=C(NCC1COc2ccccc2O1)c1ccc(Cl)c(S(=O)(=O)N2CCOCC2)c1 (configuration not stated)	i	1.2
CC[C@H](C)[C@H]1CNC(=S)N1CC1CCN(CCC23CC4CC(CC(C4)C2)C3)CC1	i	1.0
CCc1ccc(OCC(=O)NCCc2ccc3c(c2)OCCO3)cc1	i	0.4
